PTHR1 ag: PTHR1 (human) receptor agonism; Q03431; HEK293 GP2 PTHR1 cells, GloSensor cAMP luminescence, 1 h; Potency, µM (top dose mostly 115 µM), inactives show at the highest dose activation, actives largely listed as activators; actives 0.075% (n = 410,000); AID 743266; note: potency is the fitted concentration of half-maximal effect; nearly all actives have a fitted effect of over 55% in size; some results filed as inactive show a strong effect at the top dose; inactives centre near -15; many of its hits are not listed in these tables
Target sequence (Q03431 whole entry, looked up): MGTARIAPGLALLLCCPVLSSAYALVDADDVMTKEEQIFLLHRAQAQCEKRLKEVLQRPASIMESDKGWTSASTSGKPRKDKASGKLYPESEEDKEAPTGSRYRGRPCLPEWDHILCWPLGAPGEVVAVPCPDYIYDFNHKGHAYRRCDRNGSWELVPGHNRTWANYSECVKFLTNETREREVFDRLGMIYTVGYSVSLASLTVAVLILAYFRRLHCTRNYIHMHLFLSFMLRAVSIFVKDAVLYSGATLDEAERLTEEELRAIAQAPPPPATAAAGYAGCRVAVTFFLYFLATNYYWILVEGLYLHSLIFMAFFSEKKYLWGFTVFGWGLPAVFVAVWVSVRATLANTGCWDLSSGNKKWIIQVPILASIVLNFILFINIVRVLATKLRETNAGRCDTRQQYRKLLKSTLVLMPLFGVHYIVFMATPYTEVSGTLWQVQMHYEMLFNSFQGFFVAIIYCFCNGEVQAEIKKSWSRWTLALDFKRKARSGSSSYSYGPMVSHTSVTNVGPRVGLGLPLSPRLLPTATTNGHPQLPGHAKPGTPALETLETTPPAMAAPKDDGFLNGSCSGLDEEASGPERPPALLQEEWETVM
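HEK-293-derived GP2 cells expressing PTHR1 and a GloSensor cAMP reporter, 3,000/well, plated overnight, given luciferin plus IBMX (each 0.5 mM as added) for 1 h at 37 °C, then compound for 1 h at 37 °C. Luminescence was read after 15 min at room temperature.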
pAkt inh: Akt phosphorylation inhibition. Neuro2A IGF-stimulated pAkt S473 HTRF, 20 min; stronger effect = lower value. activity change, % for hits at 50 µM. actives 0.32% (n = 360,000); in the data active = activity change below about -80%; inconclusive = mostly about -51% to -80%; note: % is set by controls: 0 for no effect and ±100 for the full control effect
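Single-point screen (50 µM final compound) in Neuro2A cells stimulated 20 min with 6 nM IGF at 37 deg C. After lysis, Ser473-phosphorylated Akt read by HTRF (ex 330 nm, em 615/665 nm) as the 665/615 ratio.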
EPAC2 agonist: agonists of human EPAC2 (RAPGEF4); Q8WZA2; EPAC2 activation, biochemical qHTS; response scale: 100% = 6.5 mM cAMP response; actives 0.079% (n = 360,000); Potency, µM (series often up to 154 µM), for inactives: at the highest dose activation, hits mostly activators; note: potency is the fitted concentration of half-maximal effect; nearly all actives have a fitted effect of over 50% in size
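Fluorescence exchange assay: 100 nM EPAC2 with 250 nM RAP1B-BODIPY-GDP and 50 uM GDP; compounds tested as a concentration-titration series (qHTS). Loss of Rap1-bound BODIPY-GDP fluorescence read at 480/540 nm; data normalized to 6.5 mM cAMP.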
D3 antag: blocks the human D3 dopamine receptor | P35462 | D3R cells, DiscoveRx beta-arrestin luminescence, antagonist mode; stronger effect = lower value | max response, negative = inhibition, % | actives 2.5% (n = 360,000) | AID 652054; in the data active = max response below about -50%; inconclusive = no clear call, values can overlap the other calls; note: % is set by controls: 0 for no effect and ±100 for the full control effect; mostly tested at two doses, the higher about 12 µM
Target sequence (P35462 whole entry, looked up): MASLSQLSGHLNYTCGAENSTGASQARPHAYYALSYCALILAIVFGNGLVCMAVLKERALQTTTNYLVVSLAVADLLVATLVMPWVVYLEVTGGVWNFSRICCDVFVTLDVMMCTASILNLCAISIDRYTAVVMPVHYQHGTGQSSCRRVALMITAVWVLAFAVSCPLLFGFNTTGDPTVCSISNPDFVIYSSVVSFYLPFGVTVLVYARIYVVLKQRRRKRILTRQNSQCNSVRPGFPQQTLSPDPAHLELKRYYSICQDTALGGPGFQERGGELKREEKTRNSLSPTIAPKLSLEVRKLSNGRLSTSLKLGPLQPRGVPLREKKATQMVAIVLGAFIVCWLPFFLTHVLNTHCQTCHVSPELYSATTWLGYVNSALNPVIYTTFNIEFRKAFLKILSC
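Cells expressing the human receptor were seeded at 1500 cells/well, incubated overnight at 37 degrees C in 5% CO2, then exposed to library compounds with dopamine controls for 90 minutes at 37 degrees C before luminescent detection.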
EPAC2 antag: EPAC2 (human) antagonism; EPAC2 GEF exchange of Rap1B-BODIPY-GDP, fluorescence; Potency, µM (titrated, usually from 114 µM), without a hit: at the highest dose activity, negative = inhibition, usual class: inhibitors; actives 0.18% (n = 360,000); AID 720708; note: potency is the fitted concentration of half-maximal effect; % is set by controls: 0 for no effect and ±100 for the full control effect; nearly all actives have a fitted effect of over 45% in size; many of its hits are not listed in these tables
D3 ag: agonists of human D3 dopamine receptor | P35462 | D3R DiscoveRx beta-arrestin cells, luminescence, 90 min | max activation, % | actives 0.58% (n = 410,000) | AID 652048; in the data active = max activation above about 30%; note: 0% is about no effect; mostly tested at two doses, the higher about 12 µM
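Agonist-mode cell screen: cells plated at 1500/well and incubated overnight at 37 °C, then exposed to library compounds for 90 min at 37 °C. Detection reagent was added for 30–60 min at room temperature, and luminescence was read.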
MmCpn inh: inhibitors of Methanococcus maripaludis chaperonin (MmCpn); actives 0.031% (n = 330,000); Potency, µM (top dose mostly 76.9 µM), without a hit: at the highest dose activity, negative = inhibition, usual class: inhibitors; purified Mm-Cpn ATPase, ADP Transcreener TR-FRET; note: potency is the fitted concentration of half-maximal effect; % is set by controls: 0 for no effect and ±100 for the full control effect; nearly all actives have a fitted effect of over 80% in size
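Eu-cryptate anti-ADP/ADP-d2 competition gives a ratio inversely related to ADP. Enzyme at 25 nM was pre-exposed to compound for 10 min, then given 10 uM ATP for 30 min, 37°C throughout.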
CCT chaperon mod: cytosolic chaperonin activity modulation | activity change, % (no concentration beside the values), hits read low | AID 651819 | purified chaperonin ATPase assay, HTRF ADP detection, 30 min | actives 0.3% (n = 360,000); in the data active = activity change below about -30%; note: % is set by controls: 0 for no effect and ±100 for the full control effect
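Nucleotide hydrolysis assay: TRiC at 20–40 nM final (set by batch activity) with 10 uM ATP, 30 min at 37 °C, in presence of 76 uM compound. Detection by competitive ADP HTRF, 30 min ambient.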
* hit, by the source's call; i = inactive; ? = inconclusive; . = not tested or not shown; [ ] = remark or other dose. Unless noted, calls come from the whole dose curve; as a rule, active = well fitted curve in the direction sought with a large enough effect; inconclusive = small, poorly fitted or top-dose-only effect, or another doubt; inactive = no such curve, though single readings can be large; an effect the other way counts as inactive or inconclusive. An excerpt; the hit share may differ from the screen's.

Results follow in this order: PTHR1 ag	pAkt inh	EPAC2 agonist	D3 antag	EPAC2 antag	D3 ag	MmCpn inh	CCT chaperon mod
1	C=CCn1c(SCC(=O)NCc2ccc3c(c2)OCO3)nnc1C1COc2ccccc2O1 (stereo not given)
  i	i	1.2%	17.1	6.1%	-1.4	3.8%	0.2
2	CSc1ncc(Cl)c(C(=O)NCc2ccc3c(c2)OCO3)n1
  ?	i	7.1%	?	-3.3%	1.6	-5.6%	2.0
3	COc1ccc(CNC(=O)C(c2ccc(C)o2)N(C(=O)c2csnn2)c2ccc(C(C)C)cc2)cc1 (stereo not given)
  7.6%[57.5 µM]	i	3.5%	-9.6	-9.3%	-1.5	-0.9%	-0.9
4	N#C/C(=C/c1ccc(-c2ccc([N+](=O)[O-])cc2)o1)C(=O)Nc1nc(-c2cccs2)cs1
  -2.4%	i	5.0%	?	1.3%	-4.0	.	-1.5
5	C=CCN(c1ccc(C(=O)Nc2cc(C)cc(C)c2)cc1)S(C)(=O)=O
  i	i	-1.2%	-9.0	-9.3%	2.7	0.5%	-2.4
6	CC(=O)Nc1ccc(C(=O)OCC(=O)c2cccc([N+](=O)[O-])c2)cc1
  i	i	-2.0%	-1.3	4.5%	2.7	3.1%	0.9
7	Cc1ccc2c(C(=O)CCl)c(C)[nH]c2c1
  -20.9%	i	2.9%	-8.2	-4.1%	0.6	1.3%	0.4
8	O=C(Cc1ccccc1)NC1CCN(C(=O)NCc2ccccc2)CC1
  i	i	-16.6%	-7.2	5.1%	6.9	-0.7%	0.7
9	Cc1cc(C)cc(N2CC(C(=O)NC3CCCCC3)CC2=O)c1 (stereo not given)
  -29.1%	i	21.4%	-5.1	-1.0%	-8.5	0.0%	-1.4
10	COc1ccc(S(=O)(=O)N2CCN(C(=O)C3CC3)CC2)cc1
  -27.2%	i	6.9%	4.6	19.3%	2.4	-0.7%	-1.8

More entries
Results follow in this order: PTHR1 ag	pAkt inh	EPAC2 agonist	D3 antag	EPAC2 antag	D3 ag	MmCpn inh	CCT chaperon mod
11	CCOC(=O)c1c(C)[nH]c(C(=O)/C(C#N)=C/c2ccc(OC(F)F)c(OC)c2)c1C
  i	i	2.7%	8.3	-17.2%	0.9	-0.8%	0.3
12	Cc1nc(Cl)c2c(n1)NC(=O)CO2
  i	i	4.3%	2.1	5.0%	2.1	-0.2%	-5.0
13	CC(NC(=O)c1cc(S(=O)(=O)N2CCOCC2)ccc1N1CCCC1)c1ccc(Cl)c(Cl)c1 (stereo not given)
  i	i	6.4%	-6.1	14.5%	-3.5	-1.1%	-2.1
14	COc1cc(-c2n[nH]c(=S)n2C(C)c2ccccc2)cc(OC)c1OC (stereo not given)
  2.9%	i	8.1%	-5.5	4.6%	9.8	2.8%	-0.8
15	COc1cccc(C(=O)c2cn(CC(=O)NCc3ccco3)c3nc(C)ccc3c2=O)c1
  ?	i	4.1%	15.4	13.3%	-5.6	0.9%	0.9
16	Cc1ccc2nc(SCC(=O)NCc3cccs3)c(C#N)cc2c1
  -6.8%[57.5 µM]	.	5.1%	-6.3	5.2%	-0.1	0.6%	-4.1
17	CCCCn1c2ccccc2c2nnc(SCCN3CCCCC3)nc21
  -41.9%	i	9.9%	-19.1	0.8%	-36.2	0.6%	-3.3
18	C[C@H](NS(=O)(=O)c1ccccc1)C(=O)OCC(=O)NC(=O)Nc1ccc2c(c1)OCCO2
  i	i	3.3%	-2.0	-10.9%	3.8	-0.2%	-1.9
19	COc1ccc(OCCCC(=O)N(C)CC(=O)Nc2ccccc2Cl)cc1
  -21.3%	i	3.1%	-10.0	-4.2%	-24.8	-3.8%	1.3
20	Cc1csc2nc(O)c(C(=O)NCc3ccc4c(c3)OCO4)c(=O)n12
  ?	i	7.4%	-19.8	2.7%	-13.1	0.3%	-1.3

Following part
Results follow in this order: PTHR1 ag	pAkt inh	EPAC2 agonist	D3 antag	EPAC2 antag	D3 ag	MmCpn inh	CCT chaperon mod
21	CCC(=O)N1c2ccc(S(=O)(=O)N3CCCCC3)cc2CC1C (stereo not given)
  -4.2%	i	6.4%	-13.4	1.9%	-3.5	4.8%	0.5
22	CCOc1ccc(C(CC(=O)O)NC(=O)C(CC)c2ccccc2)cc1 (stereo not given)
  -10.4%	i	5.4%	6.2	10.2%	2.1	0.4%	-0.6
23	COc1cccc(O)c1CN1CCC(C(=O)Nc2ccc(-c3cccc(C)c3)cc2)CC1
  -25.0%	i	-1.9%	-11.9	-18.1%	-14.3	-2.8%	1.9
24	Brc1cccc(C=Nc2cccc3ncccc23)c1
  i	i	10.6%	-1.6	-6.8%	2.3	.	0.2
25	O=C(NCCN1CCOCC1)c1cc(-c2ccc(Cl)c(Cl)c2)on1
  -13.9%	i	8.9%	10.9	9.0%	-2.6	2.6%	-0.9
26	Cc1ccc(C)c(NC(=O)COC(=O)CNC(=O)c2ccccc2Cl)c1
  -3.5%	i	0.3%	-19.4	12.7%	5.6	2.9%	2.6
27	CCn1c(SCC(=O)Nc2ccc(S(=O)(=O)Nc3ccccn3)cc2)nnc1-c1ccncc1
  i	i	5.3%	46.5	9.0%	0.4	-0.9%	-2.6
28	CCOc1ccc(S(=O)(=O)NC(C)C(=O)NCc2ccc3c(c2)OCO3)cc1 (stereo not given)
  -12.9%	i	-2.1%	-6.9	-0.7%	-5.3	0.0%	1.8
29	COCCCN1C(=O)C(CC(=O)NCCN2CCOCC2)CC(C(=O)N(C(C)C)C(C)C)=C1C (stereo not given)
  -0.9%	i	3.8%	40.0	5.5%	12.9	.	1.6
30	CC(C)[C@H](NC(=O)c1ccccc1)C(=O)OCC(=O)NCCC1=CCCCC1
  -0.2%	i	-4.6%	22.3	-4.6%	1.8	1.8%	-1.3

Next part; the last 4 above are carried over.
Results follow in this order: PTHR1 ag	pAkt inh	EPAC2 agonist	D3 antag	EPAC2 antag	D3 ag	MmCpn inh	CCT chaperon mod
27	CCn1c(SCC(=O)Nc2ccc(S(=O)(=O)Nc3ccccn3)cc2)nnc1-c1ccncc1
  i	i	5.3%	46.5	9.0%	0.4	-0.9%	-2.6
28	CCOc1ccc(S(=O)(=O)NC(C)C(=O)NCc2ccc3c(c2)OCO3)cc1 (stereo not given)
  -12.9%	i	-2.1%	-6.9	-0.7%	-5.3	0.0%	1.8
29	COCCCN1C(=O)C(CC(=O)NCCN2CCOCC2)CC(C(=O)N(C(C)C)C(C)C)=C1C (stereo not given)
  -0.9%	i	3.8%	40.0	5.5%	12.9	.	1.6
30	CC(C)[C@H](NC(=O)c1ccccc1)C(=O)OCC(=O)NCCC1=CCCCC1
  -0.2%	i	-4.6%	22.3	-4.6%	1.8	1.8%	-1.3
31	O=C(COc1ccccc1)N1CCN(c2ncccn2)CC1
  i	i	2.9%	0.5	2.8%	5.7	3.7%	-0.1
32	CN(Cc1ccccn1)C(=O)C1CCC(=O)N(CCc2ccc(Cl)cc2)C1 (stereo not given)
  -18.9%	i	-5.2%	24.5	-0.5%	-1.3	3.6%	-0.4
33	CC(C)(c1ccccc1)c1ccc(OCCN2CCOCC2)cc1
  -35.4%[inhibitor]	i	7.3%	-9.3	-14.0%	-14.1	-2.6%	1.7
34	Cc1sc2nc(COC(=O)CNC(=O)c3ccc(C(C)(C)C)cc3)[nH]c(=O)c2c1C
  0.0%	i	-11.2%	-10.4	-12.0%	-0.3	-2.2%	0.7
35	COc1ccc(C(=O)Nc2ccc(Oc3nc(C)nc4sc(-c5ccccc5)cc34)cc2)cc1OC
  -24.5%	i	2.1%	-27.7	-4.7%	-13.3	-1.9%	-18.4
36	Cc1ccc(C(=O)c2c(C)oc3c2C(=O)C(=O)c2ccccc2-3)cc1
  -91.6%[inhibitor][57.5 µM]	i	-1.9%	13.1	4.1%	-15.9	-0.3%	-0.4
37	Cc1cccc(Nc2nc(-c3ccc(F)c(C)c3)cs2)n1
  i	i	0.9%	16.3	-5.6%	17.4	2.5%	-0.2
38	COc1ccc(C(=O)Nc2ccccc2C(=O)N/N=C/c2ccccc2OC)cc1
  -6.3%	i	7.6%	1.8	-11.9%	3.1	-1.5%	2.8
39	CCCCC[C@H](C)N1C[C@@H](COCc2ccccc2)Oc2cc(N3CCC[C@H]3C(N)=O)ccc2S1(=O)=O
  -20.4%	i	-0.7%	22.6	?	6.7	.	-0.4
40	CCN(CC)c1ccc(NC(=O)c2ccccc2Br)cc1S(=O)(=O)Nc1ccccc1OC
  i	i	8.1%	?	-11.1%	-10.5	-1.9%	-3.9

(more compounds)
Results follow in this order: PTHR1 ag	pAkt inh	EPAC2 agonist	D3 antag	EPAC2 antag	D3 ag	MmCpn inh	CCT chaperon mod
41	O=C(N/N=C\c1ccc(-c2ccc(Cl)c(Cl)c2)o1)C(=O)N1CCCC1
  -4.0%[57.5 µM]	i	-1.6%	0.0	6.8%	3.7	-0.6%	2.3
42	CC1(C)CC(CC(=O)Nc2ccc([N+](=O)[O-])cc2)C(=O)O1 (stereo not given)
  i	i	0.3%	-9.9	10.4%	4.8	-1.5%	-0.6
43	CCn1cc(C(=O)O)c(=O)c2cnc(N3CCN(C(=S)Nc4ccccc4Cl)CC3)nc21
  -20.4%	i	12.2%	-13.5	13.9%	-9.6	0.4%	-0.4
44	COCc1cc(Sc2ccc(Cl)cc2Cl)nc(-c2ccccc2)n1
  i	i	11.5%	2.2	4.6%	-3.7	?	-1.4
45	CNC(=O)c1cc(C(=O)c2ccc(F)cc2C(F)(F)F)c[nH]1
  -7.4%	i	10.8%	-11.0	-1.5%	-7.0	-2.0%	0.4
46	Cn1c(SCc2cc(=O)[nH]c3ccccc23)nnc1-c1ccco1
  -20.6%[57.5 µM]	i	9.2%	0.0	-1.6%	5.7	-1.0%	-1.1
47	CCCN(C(=O)CSc1ccccc1C(=O)O)C1CCS(=O)(=O)C1 (stereo not given)
  -1.7%	i	7.1%	-15.2	19.7%	0.4	-2.5%	0.9
48	CCCCC(=O)OCC(=O)Nc1ccc(OC(F)F)cc1
  i	i	-1.6%	1.2	-0.3%	-0.4	1.7%	1.4
49	C/C(=N\Nc1cccc([N+](=O)[O-])c1)c1cc2ccccc2o1
  -31.8%	i	2.6%	-25.3	4.0%	-1.5	-3.8%	0.7
50	FC(F)(F)c1cc(-c2ccco2)nc(-n2cnc3ccccc32)n1
  i	i	-17.9%	-18.1	2.0%	17.3	0.7%	-1.9

Screening data from PubChem BioAssay.
